Screens (PubChem)
TNAP inh no acc: human TNAP enzyme inhibitors, primary screen, biochemical, luminescent, no phosphate acceptor, uHTS; Alkaline phosphatase, tissue-nonspecific isozyme (Homo sapiens), P05186; purified TNAP, CDP-star luminescence, 30 min; inhibition, % at 20 µM; actives 0.26% (n = 200,000); AID 1012, 2008;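 active = tissue-nonspecific alkaline phosphatase inhibition above about 50% at 20 µM in the single-dose screen, limit read from the data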;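 also: 0% = DMSO negative control and 100% = EDTA positive control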
NF-kB expr up: activators of NF-kB expression in neurons, primary screen, cell-based, HTS; human neuronal cells, NF-kB reporter expression; active compounds read high; fold change at 12.5 µM; actives 1.6% (n = 190,000); AID 1239, 2008; in the data active = fold change above about 3.3
FLuc inhib CS: firefly luciferase enzyme inhibitors, primary screen, artefact control for luciferase-based inhibitor screens, biochemical, luminescence, ATPLite; Luciferin 4-monooxygenase (Photinus pyralis), P08659; 10 min; inhibition, % at 10 µM; actives 1.5% (n = 200,000); AID 1006, 2008;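 active = inhibition above about 50% when tested at 10 µM, limit read from the data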
Target sequence (P08659 whole entry, looked up): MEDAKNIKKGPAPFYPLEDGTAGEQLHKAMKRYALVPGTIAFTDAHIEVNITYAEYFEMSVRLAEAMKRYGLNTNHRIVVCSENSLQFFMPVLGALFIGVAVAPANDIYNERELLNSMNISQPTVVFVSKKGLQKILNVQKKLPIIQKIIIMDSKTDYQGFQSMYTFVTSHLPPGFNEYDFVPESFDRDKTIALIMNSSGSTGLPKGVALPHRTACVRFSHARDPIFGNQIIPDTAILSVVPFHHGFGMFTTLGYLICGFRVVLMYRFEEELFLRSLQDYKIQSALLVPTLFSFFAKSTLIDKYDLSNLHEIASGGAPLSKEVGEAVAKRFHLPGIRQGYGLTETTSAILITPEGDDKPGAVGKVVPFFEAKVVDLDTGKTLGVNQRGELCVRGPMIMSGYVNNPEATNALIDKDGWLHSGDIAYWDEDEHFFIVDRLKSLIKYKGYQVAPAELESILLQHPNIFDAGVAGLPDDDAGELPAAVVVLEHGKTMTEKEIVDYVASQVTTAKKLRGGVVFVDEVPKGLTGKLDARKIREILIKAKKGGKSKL
PMI act satM6P: human PMI activators, high substrate, primary screen, biochemical, fluorescence intensity, near-saturating mannose 6-phosphate. Mannose-6-phosphate isomerase (Homo sapiens), P34949. coupled PMI enzyme assay, resazurin fluorescence, 20 min; active compounds read high; 1 = untreated enzyme, 0 = substrate-free blank. activation factor at 20 µM. actives 0.34% (n = 190,000). AID 1216, 2008;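 active = activation factor of 2 or more at 20 µM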
Target sequence (P34949 whole entry, looked up): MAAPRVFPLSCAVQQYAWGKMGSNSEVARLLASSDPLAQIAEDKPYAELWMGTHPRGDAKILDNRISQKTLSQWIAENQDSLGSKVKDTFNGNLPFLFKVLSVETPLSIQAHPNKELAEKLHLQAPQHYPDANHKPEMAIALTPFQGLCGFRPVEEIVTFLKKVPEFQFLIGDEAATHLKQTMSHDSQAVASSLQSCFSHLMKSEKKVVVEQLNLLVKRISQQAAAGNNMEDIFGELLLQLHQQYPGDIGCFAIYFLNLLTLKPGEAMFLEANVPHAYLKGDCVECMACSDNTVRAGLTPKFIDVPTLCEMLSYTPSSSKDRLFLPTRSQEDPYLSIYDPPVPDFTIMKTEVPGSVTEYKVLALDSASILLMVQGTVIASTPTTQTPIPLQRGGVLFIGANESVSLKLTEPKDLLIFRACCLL
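Test system: human phosphomannose isomerase with PGI, G6PDH, diaphorase coupling enzymes; amount: 15 ng/mL PMI; incubation: enzyme reaction with compound 20 min at room temperature; technique: resorufin fluorescence (Ex 544/Em 590 nm) from resazurin via diaphorase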
FLuc stim CS: FLuc activators, initial screening, artefact control for FLuc-dependent activation tests, biochemical, ATPlite luminescence. ATPlite luciferase biochemical, 10 min; 0 = ATP-free wells, 1 = DMSO control. activation factor at 10 µM. 200,000 tested, under 10 active;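 active = luciferase activation factor, scaled between plate controls, of at least 2 with compound at 10 µM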
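Assay system: Luciferase/luciferin reagent mix; Medium: PBS as buffer for the ATP substrate; Dosing: test compounds dosed from 2 mM stocks in 100% DMSO; Times: 10 min, room temperature; Signal: luminescence from luciferase reaction; Read-out: luciferase activation; Controls: No-ATP low control, compound-free enzyme-plus-ATP high control.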
bIAP act: bovine intestinal alkaline phosphatase activators, primary screen, biochemical, bovine IAP, CDP-star luminescence | purified bovine IAP, 30 min; active compounds read high; fold of DMSO-control signal, blank-subtracted | activation factor at 20 µM | actives 0.17% (n = 200,000) | AID 1016, 2008;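 active = activation factor of 2 or more at 20 µM, a signal rise over negative controls twice the positive control's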
APP 5'UTR act: activators of APP 5'UTR luciferase reporter, primary screen, SH-SY5Y cells | SH-SY5Y APP 5'UTR luciferase reporter, luminescence; zero percent = DMSO vehicle wells | activation, % at 2 µM | AID 1276, 2008 | actives 1% (n = 190,000);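 active = activation above a set limit, based on mean plus 3 SD of controls, cut at about 140% in these data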; also: values of inactives mirror those of a sister screen read the other way
PMI activator: activators of human PMI, primary screen, biochemical, fluorescence intensity, near-Km mannose 6-phosphate | actives 0.005% (n = 190,000) | purified human PMI, coupled resazurin fluorescence, 20 min; active compounds read high; 1 = vehicle control, 0 substrate-free wells | activation factor at 20 µM;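 active = activation factor of 2 or more at 20 µM, relative to plate controls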
TNAP act hi DEA: TNAP activators at high phosphate acceptor level, primary screen, biochemical, luminescence, uHTS. activation factor at 20 µM. purified TNAP, CDP-star luminescence, 1 M DEA, 30 min; active compounds read high; 0 = EDTA background, 1 = DMSO-only activity. 200,000 tested, under 10 active. Alkaline phosphatase, tissue-nonspecific isozyme (Homo sapiens), P05186;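 active = activation factor at least 2 at 20 µM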
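Assay system: human TNAP; Input: enzyme diluted 1/800 final; Reagent: CDP-star luminogenic substrate at 100 µM final; Timing: 30 min, room temperature; Signal: luminescence; Evaluation: TNAP activation factor scaled between EDTA and DMSO control wells.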
TNAP inh hiacc: human TNAP enzyme inhibitors, primary screen, biochemical, luminescent, high phosphate acceptor level, uHTS | actives 0.03% (n = 200,000) | purified TNAP, CDP-star luminescence, 1 M DEA | Alkaline phosphatase, tissue-nonspecific isozyme (Homo sapiens), P05186 | inhibition, % at 20 µM;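 active = over 50% inhibition of tissue-nonspecific alkaline phosphatase at 20 µM in the single-dose screen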;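 also: plate controls were DMSO wells for no effect and EDTA-quenched wells as full inhibition for full effect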
The depositor's hits bear a star; nt = not tested or not shown.

SMILES	TNAP inh no acc	NF-kB expr up	FLuc inhib CS	PMI act satM6P	FLuc stim CS	bIAP act	APP 5'UTR act	PMI activator	TNAP act hi DEA	TNAP inh hiacc
Cc1ccc(NC(=S)N(CCCN2CCOCC2)Cc2ccccn2)cc1	-5	1.1	-4	1.1	1	1.2	2	1.1	1	4
CCOC(=O)c1ccccc1-c1csc(NS(=O)(=O)c2ccc(Cl)cc2)n1	-8	1	-4	1	1	1.1	12	0.9	1	-1
OC(COCC1COc2ccccc2O1)CN1CCN(c2ccccn2)CC1 (stereo not given)	-14	1	-6	1.1	1.1	1.1	-1	1	1.1	-6
CCOC(=O)/C(C#N)=C/c1ccc(N2CCN(C)CC2)cc1	-26	1.1	8	0.9	0.9	0.9	-22	0.9	1	-1
N/C(=N\OC(=O)Nc1ccc(Cl)cc1)c1ncc(C(F)(F)F)cc1Cl	-12	1.1	-4	1	1	0.9	3	1	1.1	-8
COc1ccc(-c2[nH]ncc2CN2CCCC(C(=O)c3ccc(OC)cc3OC)C2)cc1 (stereo not given)	2	0.95	-2	1	1	1.4	4	1	1.1	-8
CCCCCCC(=O)NC(Nc1ccc(S(N)(=O)=O)cc1)C(Cl)(Cl)Cl (stereo not given)	-16	1.2	-5	0.9	1	0.6	-22	0.8	1.1	-5
CCC(Sc1nc2ccccc2s1)C(=O)Nc1nnc(C)s1 (stereo not given)	-5	1.1	-3	0.9	1	0.9	-11	1	1	1
C=CCn1c(SCC(=O)Nc2nnc(C)s2)nnc1-c1cccnc1	-15	1.3	-4	1.1	1	1.1	8	1.1	1.1	-6
O=C(O)CCCNCc1ccccc1F	-10	1.1	-4	1	1	1	2	1	1	-2
CC(C)N(C(=O)c1sc2cc([N+](=O)[O-])ccc2c1Cl)C(C)C	1	1.4	-1	1.1	1	0.9	1	1	1	0
CN(C)S(=O)(=O)c1ccc(NC(=O)COc2ncnc3c2cnn3-c2ccccc2)cc1	-12	0.87	-5	0.9	1.1	0.5	9	0.9	1	2
Cc1ccc(S(=O)(=O)N2CCC(C(=O)N[C@H](C(=O)NCC3CCCO3)C(C)C)CC2)cc1 (stereo not given in full)	8	1.2	-1	1.1	1	1	10	1.1	1.1	-7
CCSc1nnc(Cn2c(=O)sc3ccccc32)n1C	-11	1.4	-4	0.9	1	0.9	5	0.9	1	-4
CCOC(=O)c1c(NC(=O)C(C)N2CCN(S(=O)(=O)c3cccs3)CC2)sc2c1CCC(C)C2 (stereo not given)	-11	1	-8	0.9	1.1	0.8	-1	1	1.1	-8
COc1cccc(C(=O)Nc2ccc(N(C)C)cc2)c1OC	-5	2.1	42	1	0.6	1	53	0.9	1	1
COc1ccc2nc(SCC(=O)Nc3cc(OC)c(OC)cc3C(=O)O)c(C)cc2c1	-7	1	-6	1	1.1	1.1	0	1	1.1	-5
O=C(CN1C(=O)c2ccccc2C1=O)NN1C(=O)c2ccccc2C1=O	-1	1.3	-9	1.1	1.1	0.5	10	1.1	1	-5
NC(=O)NCc1cccs1	-11	1.4	-5	1.1	1.1	0.9	-7	1.1	1	-4
Cc1ccc(CSCC(=O)NCc2cccnc2)cc1	-7	1.2	-5	1	1.1	0.7	-9	0.9	1	-1
COC(=O)c1[nH]c2ccccc2c1NC(=O)Oc1ccccc1	-10	1.2	5	0.9	1	0.9	11	1	1	-2
Cc1ccc(OCCSc2nnc(-c3ccncc3)n2C)cc1	-7	1.2	-6	1	1.1	0.7	1	1	1	-1
CN1CCN(/N=C/c2nc(-c3ccccc3)n3ccccc23)CC1	-7	1.2	3	0.8	1	1.1	12	1	1	1
COC(=O)c1ccccc1Oc1ccc(NC(=O)C(C)(C)CCl)cc1	-6	0.68	-4	1.1	1	1.1	14	1.1	1	-1

Full records as entered above. Order of values: TNAP inh no acc, NF-kB expr up, FLuc inhib CS, PMI act satM6P, FLuc stim CS, bIAP act, APP 5'UTR act, PMI activator, TNAP act hi DEA, TNAP inh hiacc
CN1CCN(/N=C/c2nc(-c3ccccc3)n3ccccc23)CC1 in the list: -7, 1.2, 3, 0.8, 1, 1.1, 12, 1, 1, 1
COC(=O)c1ccccc1Oc1ccc(NC(=O)C(C)(C)CCl)cc1 in the list: -6, 0.68, -4, 1.1, 1, 1.1, 14, 1.1, 1, -1

Next part
SMILES	TNAP inh no acc	NF-kB expr up	FLuc inhib CS	PMI act satM6P	FLuc stim CS	bIAP act	APP 5'UTR act	PMI activator	TNAP act hi DEA	TNAP inh hiacc
O=C(CN(CCN1CCOCC1)C(=O)Cn1nnc(-c2ccc(F)cc2)n1)NC1CCCCC1	-6	0.9	-5	1.1	1	1	-5	1.1	1.1	-8
CCN(C(=O)c1cc2cc3ccc(C)cc3nc2o1)c1ccc(OC)cc1	-5	1.4	1	0.8	1	1	27	0.8	1.1	-6
CCC(=O)Nc1ccc(Cl)c(NC(=S)NC(=O)c2ccco2)c1	-29	0.98	-4	1	1	0.9	8	1	1	-4
O=C(NCc1ccccn1)C(=O)Nc1nc(C23CC4CC(CC(C4)C2)C3)cs1	-18	0.8	-2	0.8	1	1	5	0.8	1	-1
CC(NC(=O)c1ccccc1NC(=O)c1ccco1)c1ccccc1 (stereo not given)	-11	1.2	-5	0.9	1	0.9	-2	0.9	1	1
CCSc1ccccc1C(=O)N1CCCC1	-5	0.99	-2	0.9	1	0.9	-20	1	1	0
COc1cc(CN2CCNC(=O)C2CC(=O)N2CCCCO2)cc(OC)c1 (stereo not given)	-4	1.1	1	0.5	1	1	-8	0.9	1	-3
C=CCC(Nc1ccccc1)C12C=CC(O1)C(C(=O)OC)=C2C(=O)OC (stereo not given)	-7	1.5	-1	1	1	0.8	-8	1	1	-1
OCCN1CCN(Cc2nc(-c3cccc(Cl)c3)no2)CC1	-6	1.3	-4	1	1	1	1	0.9	1	-2
CN1CCN(/N=C/c2ccc(-c3ccc([N+](=O)[O-])cc3Cl)o2)CC1	13	1.1	-2	0.9	1	0.7	-5	0.9	0.9	10
CCOC(=O)N1CCC(NC(=O)C(NS(=O)(=O)c2ccc3c(c2)CCN3C(=O)CC)C(C)C)CC1 (stereo not given)	-15	1	-4	1.1	1	1.1	7	1.1	1	-3
Cc1cc(C)cc(NC(=O)CC2NCCNC2=O)c1 (stereo not given)	-2	0.93	-1	0.9	1	0.9	nt	0.9	1	1
CCOC(=O)c1sc2ncn(CC(=O)N(CC)CC)c(=O)c2c1C	-3	0.79	0	0.9	1	0.9	6	1	1	-3
O=[N+]([O-])c1ccc(C2CNC(c3ccccc3)O2)cc1 (stereo not given)	-12	1.3	-4	1	1	0.9	15	1	1	-5
C/C(=N\NC(=O)C1=NNC(=O)C1C)c1cccs1 (stereo not given)	-10	1.7	11	0.9	0.9	1.1	17	1.1	1	-3
COc1cccc(-c2csc(N3CCN(C(=S)Nc4ccccc4C)CC3)n2)c1	-19	1.5	-6	1	1.1	0.9	31	1	1.1	-9
COc1cc(C(=O)NCCc2nc3ccccc3n2C)cc(OC)c1OC	-12	1	-8	1	1.1	1	6	1	1.1	-6
CC(C)(C)C(=O)C[n+]1cccc(C(N)=O)c1	-14	1.1	-2	0.9	1	0.9	-1	1	1.1	-8
N#Cc1c(-c2ccc3c(c2)OCO3)ccn2nc(-c3cccc(C(F)(F)F)c3)nc12	-8	1.1	0	1	1	1.1	-8	1	1	-4
CCn1c(SCC(=O)N/N=C/c2ccc(C)o2)nnc1-c1ccc(C(C)(C)C)cc1	4	0.7	0	0.9	1	1.2	3	1	1.1	-7
COc1cccc(-n2c(Cc3cc(=O)[nH]c(=O)[nH]3)nnc2SCc2cccc(C(F)(F)F)c2)c1	-20	1.1	-3	1.1	1	1	13	1.1	1	-5
CC(=O)N/C(=C/c1ccc2c(c1)OCO2)C(=O)O	-2	1.1	1	1	1	1.1	-3	1	1	-2
Cc1ccc(OCC(=O)NNC(=O)c2cccnc2)cc1C	-18	1.2	-2	0.9	1	1.3	-4	1	1	-2
O=C(CNc1cccc2ccccc12)N/N=C/c1ccc(C(=O)O)cc1	-6	1.1	-6	0.7	1.1	0.9	20	0.9	1.1	-6
O=C(Nc1ccc(C(O)(C(F)(F)F)C(F)(F)F)cc1)c1ccc(Cl)c([N+](=O)[O-])c1	-5	0.88	-6	0.8	1.1	1	-3	0.7	1	-1
NC(=O)C1CCN(C(c2ccccc2Cl)c2nnnn2CC2CCCO2)CC1 (stereo not given)	-24	1.2	-11	1	1.1	1	-2	1	1.1	-8
Cc1nc2c(=O)n(C)c(=O)[nH]c2n1Cc1ccccc1	-6	1.2	-8	0.9	1.1	0.9	7	1	1	-4
CCOC(=O)c1cc(-c2cccc(C(F)(F)F)c2)nc2nc(SC)[nH]c(=O)c12	1	3	-5	0.9	1	1	28	0.8	1	-4
Cc1cccc(N(CC(=O)NC2CCCC2)C(=O)CS(=O)CC(=O)Nc2ccc3c(c2)OCO3)c1C (stereo not given)	-16	1.2	-7	1	1.1	1	10	1	1.1	-7

Structural class, the entries above with fluorine.
SMILES	TNAP inh no acc	NF-kB expr up	FLuc inhib CS	PMI act satM6P	FLuc stim CS	bIAP act	APP 5'UTR act	PMI activator	TNAP act hi DEA	TNAP inh hiacc
N/C(=N\OC(=O)Nc1ccc(Cl)cc1)c1ncc(C(F)(F)F)cc1Cl	-12	1.1	-4	1	1	0.9	3	1	1.1	-8
O=C(O)CCCNCc1ccccc1F	-10	1.1	-4	1	1	1	2	1	1	-2
O=C(CN(CCN1CCOCC1)C(=O)Cn1nnc(-c2ccc(F)cc2)n1)NC1CCCCC1	-6	0.9	-5	1.1	1	1	-5	1.1	1.1	-8
N#Cc1c(-c2ccc3c(c2)OCO3)ccn2nc(-c3cccc(C(F)(F)F)c3)nc12	-8	1.1	0	1	1	1.1	-8	1	1	-4
COc1cccc(-n2c(Cc3cc(=O)[nH]c(=O)[nH]3)nnc2SCc2cccc(C(F)(F)F)c2)c1	-20	1.1	-3	1.1	1	1	13	1.1	1	-5
O=C(Nc1ccc(C(O)(C(F)(F)F)C(F)(F)F)cc1)c1ccc(Cl)c([N+](=O)[O-])c1	-5	0.88	-6	0.8	1.1	1	-3	0.7	1	-1
CCOC(=O)c1cc(-c2cccc(C(F)(F)F)c2)nc2nc(SC)[nH]c(=O)c12	1	3	-5	0.9	1	1	28	0.8	1	-4
